Assay outcomes: PubChem BioAssay, NMMLSC
ABCG2 inh: ABCG2 efflux pump inhibitors, primary screen, multiplex with ABCB1, IgMXP3 cells, flow cytometry. Broad substrate specificity ATP-binding cassette transporter ABCG2 (Homo sapiens), Q9UNQ0. JC-1 efflux. inhibition, % at 6.6 µM. 190,000 compounds, 0.1% hits;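 active = inhibition above 80%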;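 also: 0% = DMSO and 100% = nicardipine control wells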
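material = IgMXP3 (ABCG2) plus far-red-tagged CCRF-Adr (ABCB1) cells | amount = 3 million cells/mL, equal mix of both lines | also added = JC-1 transporter substrate | dosing = one concentration, 6.6 µM final | schedule = 10 min at 25 °C | measured by = flow cytometric JC-1 green MFI at 530 nm | read-out basis = percent efflux inhibition, scaled nicardipine 100% to DMSO 0%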
GSH fluor: compound fluorescence on glutathione beads, profiling panel, artefact control, biophysical, 488/530 nm, flow cytometry; GSH beads flow cytometry, compound fluorescence 488/530 nm; stronger effect = higher value; fluorescence (KMESF) at 10 µM; 190,000 compounds, 0.25% hits; in the data active = fluorescence above about 89;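 also: glutathione beads carrying GST-tagged Bcl family fusion proteins plus one bare bead set; values are compound well signal with DMSO vehicle wells as background; inactives centre near 16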
RGS7-Gao reg: RGS7-Galphao binding modulators, primary screen, biochemical, multiplexed bead flow cytometry | Guanine nucleotide-binding protein G(o) subunit alpha (Homo sapiens), P09471 | AID 1439, 2008 | 220,000 compounds, 0.35% hits | binding response (% of control), % at 10 µM | actives lie on both sides; in the data active = binding response below about 49% or above about 150%; inconclusive = no clear call, values can overlap the other calls; inactive = in between;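 also: fluorescent Galphao held in activated GDP-AlF4 state binding bead-coupled RGS7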
Target sequence (P09471 whole entry, looked up): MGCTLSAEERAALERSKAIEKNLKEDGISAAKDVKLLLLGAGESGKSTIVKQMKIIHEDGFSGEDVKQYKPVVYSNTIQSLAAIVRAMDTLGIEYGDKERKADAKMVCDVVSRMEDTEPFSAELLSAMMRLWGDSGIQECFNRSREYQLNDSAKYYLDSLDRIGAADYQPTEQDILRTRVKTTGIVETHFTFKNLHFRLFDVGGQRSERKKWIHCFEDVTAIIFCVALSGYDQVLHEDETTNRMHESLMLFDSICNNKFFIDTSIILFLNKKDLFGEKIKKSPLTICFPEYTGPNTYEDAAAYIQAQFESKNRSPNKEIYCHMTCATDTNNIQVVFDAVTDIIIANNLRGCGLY
RGS8-Gao reg: RGS8-Galphao binding modulators, primary screen, biochemical, multiplexed bead flow cytometry; actives lie on both sides; 220,000 compounds, 0.34% hits; response (percent of control binding), % at 10 µM; Guanine nucleotide-binding protein G(o) subunit alpha (Homo sapiens), P09471; in the data active = response below about 60% or above about 140%; inactive = in between;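 also: Galphao activated as the GDP aluminium fluoride complex binding bead-coupled RGS8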
Bim-Bfl-1: inhibitors of Bim binding to Bfl-1, primary screen, biochemical, multiplexed, bead-based flow cytometry; Bim-Bfl-1 binding inhibition; inhibition, % at 10 µM; 190,000 compounds, 0.12% hits;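 also: 0% = wells without compound plus tracer and 100% = blocker peptide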
Bcl-2 Bim block: inhibitors of Bim-Bcl-2 binding, primary screen, biochemical, multiplexed, human Bcl-2 family | Apoptosis regulator Bcl-2 (Homo sapiens), P10415 | Bead-based flow cytometry, Bim peptide-Bcl-2 binding | inhibition, % at 10 µM | AID 950, 2007 | 190,000 compounds, 0.06% hits; in the data active = inhibition above about 40%; inconclusive = no clear call, values can overlap the other calls;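 also: 0% = no compound wells with probe peptide and 100% = reference peptide inhibitor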
Target sequence (P10415 whole entry, looked up): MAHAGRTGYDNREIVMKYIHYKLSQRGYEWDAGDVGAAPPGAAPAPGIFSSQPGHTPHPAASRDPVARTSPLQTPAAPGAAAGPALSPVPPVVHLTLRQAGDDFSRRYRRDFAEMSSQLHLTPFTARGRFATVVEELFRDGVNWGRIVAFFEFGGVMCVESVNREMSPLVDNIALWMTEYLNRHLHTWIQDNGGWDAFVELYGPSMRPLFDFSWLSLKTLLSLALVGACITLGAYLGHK
Bcl-B Bim block: inhibitors of Bim-Bcl-B binding, primary screen, biochemical, multiplexed, human Bcl-2 family; inhibition, % at 10 µM; Bcl-2-like protein 10 (Homo sapiens), Q9HD36; bead-based flow cytometry, Bim peptide-Bcl-B binding; 190,000 compounds, 0.073% hits;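 also: 0% = tracer peptide without compound and 100% = reference inhibitor peptide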
Target sequence (Q9HD36 whole entry, looked up): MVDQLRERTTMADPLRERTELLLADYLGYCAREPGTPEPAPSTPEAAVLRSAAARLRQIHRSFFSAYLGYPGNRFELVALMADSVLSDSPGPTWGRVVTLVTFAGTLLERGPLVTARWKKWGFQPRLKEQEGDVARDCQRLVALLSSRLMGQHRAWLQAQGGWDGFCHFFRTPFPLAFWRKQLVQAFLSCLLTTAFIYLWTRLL
Bcl-XL Bim block: inhibitors of Bim-Bcl-XL binding, primary screen, biochemical, multiplexed, bead flow cytometry, human Bcl-XL. Bcl-2-like protein 1 (Homo sapiens), Q07817. Bim peptide-Bcl-XL binding, fluorescence. inhibition, % at 10 µM. 190,000 compounds, 0.04% hits
RGS4-Gao reg: modulators of RGS4 binding to Galphao, primary screen, biochemical, multiplexed bead flow cytometry. binding response (% of control), % at 10 µM. actives lie on both sides. 220,000 compounds, 0.33% hits. AID 1415, 2008. Guanine nucleotide-binding protein G(o) subunit alpha (Homo sapiens), P09471; in the data active = binding response below about 49% or above about 150%; inactive = in between;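 also: fluorescent Galphao activated with aluminum fluoride binding bead-coupled RGS4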
Bcl-W Bim block: inhibitors of Bim binding to Bcl-W, primary screen, biochemical, multiplexed, bead-based flow cytometry; Bcl-2-like protein 2 (Homo sapiens), Q92843; Bim peptide-Bcl-W binding; inhibition, % at 10 µM; 190,000 compounds, 0.02% hits; AID 952, 2007;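 also: 0% = bound tracer without compound and 100% = peptide blocker; higher means less fluorescent Bim peptide bound to Bcl-W beads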
Target sequence (Q92843 whole entry, looked up): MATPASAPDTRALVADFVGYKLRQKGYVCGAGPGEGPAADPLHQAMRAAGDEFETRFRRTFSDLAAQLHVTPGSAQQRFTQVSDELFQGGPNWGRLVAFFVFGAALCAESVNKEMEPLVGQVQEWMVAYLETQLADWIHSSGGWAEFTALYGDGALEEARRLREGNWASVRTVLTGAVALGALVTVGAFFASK
ABCB1 block: ABCB1 efflux pump inhibitors, primary screen, cell-based, multiplex, flow cytometry, ABCG2 counter-screen; ATP-dependent translocase ABCB1 (Homo sapiens), P08183; CCRF-Adr cells, JC-1 efflux; AID 1326, 2008; inhibition, % at 6.6 µM; 190,000 compounds, 0.067% hits; in the data active = inhibition above about 40%;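 also: 0% = vehicle and 100% = reference inhibitor; higher value means more JC-1 retained so stronger ABCB1 efflux block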
Numbers without * were called inactive; u = inconclusive. Rule as the data show it, unless noted: active = inhibition above about 40%.

SMILES	ABCG2 inh	GSH fluor	RGS7-Gao reg	RGS8-Gao reg	Bim-Bfl-1	Bcl-2 Bim block	Bcl-B Bim block	Bcl-XL Bim block	RGS4-Gao reg	Bcl-W Bim block	ABCB1 block
Cc1[nH]c(=O)c(C#N)c2c1CSC(C)(C)C2	2	15	92	96	0	-2	-4	-3	95	-5	0.9
C=CCn1c(C)cc(C(=O)CSc2nnc(Cc3ccccc3)o2)c1C	2	19	89	92	-3	-2	-3	-2	88	-5	0.4
CCOC(=O)N1CCN(C2=Nc3cccc4cccc2c34)CC1	7	6	102	101	-2	-2	0	0	99	-4	2.2
C=CCn1c(=O)c(C(C)=O)cn(N(C)c2ncc(C(F)(F)F)cc2Cl)c1=O	4	13	u	97	-8	-2	-5	0	96	0	1.1
COc1ccc(/C=C/C(=O)OC(C)CN2CCOCC2)cc1 (configuration not stated)	-7	28	97	100	-3	0	1	-1	95	0	-5.3
COc1ccc(N(CC(=O)Nc2ccc(C)cn2)S(=O)(=O)c2c(C)nn(C)c2C)cc1	3	24	101	100	-10	-10	-5	-2	100	3	0.7
Cn1cccc1/C=N/n1c(-c2ccc(Cl)cc2Cl)n[nH]c1=S	2	25	102	97	-7	-8	-32	-5	95	-2	0.2
Cc1ccc(S(=O)(=O)CC(=O)Nc2ccc(S(=O)(=O)Nc3onc(C)c3C)cc2)cc1	0	30	109	103	-11	-8	-7	7	90	-4	0.0
O=C(Nc1ccccc1N1CCOCC1)C1CCCCN1S(=O)(=O)c1ccccc1 (configuration not stated)	6	21	104	101	-6	-3	-2	-2	100	0	1.6
CCc1nnc(NC(=O)c2ccc(-c3ccc(Cl)cc3)o2)s1	1	13	96	97	-1	0	-3	0	97	-2	0.0
Cc1cccc(NC(=O)CSc2nnc(-c3cc(C)n(-c4ccccc4)c3C)o2)c1C	37	25	97	102	-23	-9	-7	-9	102	-3	2.8
CC(C)OC(=O)CSc1nc2cccnc2n1-c1ccc(F)cc1	4	20	94	99	0	-2	0	0	99	1	1.2
CCOC(=O)c1[nH]c(C)c(C(=O)N2CCc3c([nH]c4ccccc34)C2c2ccccn2)c1C (configuration not stated)	0	16	97	105	-1	-2	-2	-1	103	-3	0.1
Cn1c(SCc2c(F)cccc2Cl)nnc1-c1cnccn1	0	38	79	72	2	-1	4	7	74	3	-0.3
CCC(/C=N/NC(=O)CCCCC(=O)N/N=C/C(CC)CC)CC	4	8	100	101	-1	-1	-3	-1	99	-2	0.7
Brc1ccc(-c2nnc3n2C2(CCCC2)Cc2ccccc2-3)o1	21	27	102	104	2	2	3	-2	102	2	3.7
Cn1nc(C(=O)NC2CCCc3ccccc32)ccc1=O (configuration not stated)	5	24	100	100	-5	0	-3	-6	101	-5	1.0
CCOc1ccc(-c2nnc(SCC(=O)Nc3ccc4c(c3)c3ccccc3n4CC)n2N)cc1	0	45	104	104	-3	0	1	-4	108	3	-0.1
CC(=O)NS(=O)(=O)c1ccc(NC(=O)/C=C/c2ccccc2Cl)cc1	2	23	100	97	-2	4	-2	-2	99	0	0.6
CCCS(=O)(=O)N1CCC(C(=O)NCCN(CC)c2ccccc2)CC1	8	29	99	100	-15	-5	-13	-7	101	-3	0.1
S=C(NCc1ccc(Cl)cc1)Nc1ccccc1	15	23	95	90	-3	-6	-17	-17	93	-7	6.7
CCCOc1ccc(/C=N/Nc2ccc(C(=O)O)cc2)c(OCCC)c1	-6	15	u	99	-7	-1	-5	-3	98	0	-1.1
CC(C)N(Cc1ccccc1)C(=O)COC(=O)c1ccc2c(c1)OCCO2	1	55	102	101	4	4	2	2	100	0	0.5
COc1cccc(-c2nc(=S)c3c(n2Cc2ccco2)CCCC3)c1	6	38	98	101	-11	-10	-6	-1	98	-2	0.5
Cc1ccc(NC(=S)N/N=C/c2c(C)[nH]c3ccccc23)cc1	3	25	u	102	-2	-4	-9	-4	135	-4	-0.4
COc1cc(C(=O)N[C@H](C(=O)NC(C)C23CC4CC(CC(C4)C2)C3)C(C)C)cc(OC)c1OC (some centres not stated)	-12	22	102	102	-18	-13	-10	-9	99	-5	3.7
O=C(CN1CCCCC1)Nc1nnc(-c2ccccc2)s1	11	22	100	112	-14	-7	-6	-7	104	-4	0.2
CCCCN1C(=O)C(=O)N(CC(=O)Nc2cc(OCC)c(N3CCOCC3)cc2OCC)C1=O	2	16	95	102	6	-1	0	3	100	8	-0.2
O=C(CSc1nc(N2CCCCC2)nc(N2CCCCC2)n1)Nc1nccs1	31	15	108	114	-2	0	0	-4	109	-4	0.3
CN1CCN(S(=O)(=O)c2ccc(N3CCN(S(=O)(=O)/C=C/c4ccccc4)CC3)nc2)CC1	3	27	99	105	-25	-15	-12	-15	101	-7	0.8
N/C(=N\OC(=O)c1cccc2ccccc12)c1cccnc1	4	10	98	101	-8	-4	0	-2	103	-1	0.4
Fc1ccc(CSc2nnc(-c3cccs3)o2)cc1	-1	4	103	100	-2	0	0	-1	99	-2	-0.1
COc1ccccc1NC(=O)CN1CCN(S(=O)(=O)c2ccc(Br)cc2)CC1	16	21	98	97	-20	-6	-6	-8	95	-2	3.6
O=C(Nc1nc(-c2cccnc2)cs1)c1ccc(S(=O)(=O)N2CCOCC2)cc1	0	21	98	100	-2	-3	1	2	101	0	0.1
Cn1c(=O)cc(NCc2ccccc2)[nH]c1=O	1	47	99	100	-7	-6	-4	0	100	1	0.4
Cc1nc(-c2cccc(S(=O)(=O)N3CC(C)OC(C)C3)c2)cs1 (configuration not stated)	1	4	103	103	-14	-3	-4	-2	98	1	0.3
Cc1ccc(-n2ncc3c(NCc4ccco4)ncnc32)c(C)c1	1	23	108	108	-12	-6	-8	-3	107	1	0.2
Cc1ccc(NC(=O)CN2C(=O)S/C(=C/c3ccc(-c4cccc(C(=O)O)c4)o3)C2=O)cc1	-1	26	100	100	-3	-3	1	2	98	0	-0.6
CC(=O)Nc1ccc(NC(=O)CSc2nnc(COc3ccccc3C)n2CC2CCCO2)cc1 (configuration not stated)	-1	8	105	106	-6	-4	-7	-3	104	-2	-0.3
N=C1C(c2nc3ccccc3[nH]2)=C(O)CN1NC(=O)COc1cccc(F)c1	16	22	101	101	-3	1	-2	-6	105	-2	1.9
c1ccc(OCc2nc3c4c(ncn3n2)-c2ccccc2CC42CCCC2)cc1	5	13	101	100	-9	-5	-8	-7	100	-4	1.1
Cc1noc(C)c1COC(=O)CCCc1nc2ccccc2s1	5	21	100	98	-5	-8	-10	-7	99	-3	1.0
C=CCC1(C)C(=O)N(c2ccccc2)c2ccccc21 (configuration not stated)	4	11	93	86	0	0	-3	-3	92	-1	0.9
CCOC(=O)c1ccc(-n2c(CN(CC)CC)nc3ccc([N+](=O)[O-])cc3c2=O)cc1	0	12	116	97	5	1	-3	-1	107	4	-0.5
CCCCn1c(=O)nc2n(-c3ccc(Cl)cc3)c3ccccc3cc-2c1=O	3	12	100	99	-2	0	-6	-2	100	-3	0.3
Cc1ccc(CNC(=O)c2cn(C)c(=O)c3c2c2ccccc2n3C)o1	4	18	102	101	9	-1	0	0	102	2	1.5
CCc1ccc(Nc2nnc(SCC(=O)Nc3cccc(S(=O)(=O)NC4=NCCCCC4)c3)s2)cc1	3	5	92	96	3	0	-12	-7	95	2	0.9
CC(C)NC(=S)NN=C1CCC(c2ccccc2)CC1 (configuration not stated)	4	13	106	100	-5	-3	-7	-3	102	-4	3.1
O=C(Nc1ccc(Cl)cc1)C(c1ccccc1)N(CCO)CCO (configuration not stated)	2	28	101	101	0	-2	-4	-4	101	-4	0.3
O=C(COc1ccccc1)Nc1ccccc1Cl	5	12	90	97	5	1	-1	-1	94	-3	0.8

One compound at a time, from the list above. Values in the order: ABCG2 inh	GSH fluor	RGS7-Gao reg	RGS8-Gao reg	Bim-Bfl-1	Bcl-2 Bim block	Bcl-B Bim block	Bcl-XL Bim block	RGS4-Gao reg	Bcl-W Bim block	ABCB1 block
`CC(C)NC(=S)NN=C1CCC(c2ccccc2)CC1` (configuration not stated) is listed with 4	13	106	100	-5	-3	-7	-3	102	-4	3.1
`O=C(Nc1ccccc1N1CCOCC1)C1CCCCN1S(=O)(=O)c1ccccc1` (configuration not stated) is listed with 6	21	104	101	-6	-3	-2	-2	100	0	1.6

Carrying on:
SMILES	ABCG2 inh	GSH fluor	RGS7-Gao reg	RGS8-Gao reg	Bim-Bfl-1	Bcl-2 Bim block	Bcl-B Bim block	Bcl-XL Bim block	RGS4-Gao reg	Bcl-W Bim block	ABCB1 block
O=C(CSc1nnc(-c2cc3ccccc3cc2O)n1Cc1ccco1)c1ccc(F)cc1	1	8	102	102	1	-7	-3	-8	101	1	0.8
O=S(=O)(Nc1cccnc1)c1cccs1	0	45	97	99	-10	-5	-7	0	100	3	0.0
COc1ccc(NS(=O)(=O)c2cccs2)c(OC)c1	-4	16	109	109	0	-1	-1	-4	109	-1	-0.1
CCC(=O)N1CCN(c2ccc(NC(=S)NC(=O)COc3ccccc3)cc2)CC1	5	10	103	100	-7	-3	-2	-1	101	0	5.2
COc1ccc([N+](=O)[O-])cc1NC(=O)C1CCCO1 (configuration not stated)	14	5	97	103	-1	-6	-8	-4	99	-4	0.7
CCc1ccccc1NC(=S)N(CCN(C)C)C(C)c1cccnc1 (configuration not stated)	23	24	101	101	3	1	5	0	99	-8	0.7
CC(=O)c1cccc(N2C(=O)Nc3ccccc3N2O)c1	3	9	99	101	-8	-5	-5	-3	95	-6	-0.4
COCc1cc(C)nc(N)c1C#N	1	53	109	103	-4	-2	0	0	110	0	0.6
Cc1ccccc1/C(N)=N/OC(=O)c1ccc(F)cc1	1	11	85	96	4	0	-1	-2	88	-4	0.2
COc1ccc(/C=C/C(=O)NCCN2CCOCC2)cc1OC	0	26	117	127	0	2	1	0	108	3	-0.2
CC1CN(C(=O)COC(=O)c2cccs2)CC(C)O1 (configuration not stated)	0	23	102	101	-1	2	-2	-2	102	0	0.2
CCOC(=O)N1C=CC=C[C@@H]2[C@@H](N3C(=O)c4ccccc4C3=O)C(=O)N21	2	30	100	96	-1	-4	-8	-6	91	-5	0.7
CCc1cc(C(c2ccccn2)N2CCN(C)CC2)c(NC(=O)c2ccccc2)s1 (configuration not stated)	3	11	102	107	2	0	-3	-4	104	-3	-0.2
CC(=O)c1ccc(NC(=O)C2(S(=O)(=O)c3ccccc3)CC2)cc1	0	11	100	104	-7	-4	-1	-2	101	-1	0.1
O=C(NCc1cccc(C(F)(F)F)c1)c1cccc(S(=O)(=O)NCc2ccccc2)c1	0	7	104	106	0	0	-2	0	102	-1	0.3
